# yeast mec2-1 – NCI yeast anticancer drug screen, S. cerevisiae mec2-1 strain | growth inhibition, % at 50 µM | 9% of 79,000 active;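 note: 0% = growth of vehicle-only cultures of the same strain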
#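 Mutant yeast (mec2-1) grown with compound; growth inhibition relative to vehicle control reported.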
# yeast cln2 rad14 – NCI yeast anticancer drug screen, S. cerevisiae cln2 rad14 strain. growth inhibition, % at 50 µM. 8.3% of 78,000 active;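 note: 0% = growth of vehicle-only cultures of the same strain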
#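 The screen exposed genetically defined yeast (cln2 rad14) to test compounds and scored growth inhibition relative to vehicle-treated controls.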
# yeast bub3 – NCI yeast anticancer drug screen, S. cerevisiae bub3 mutant strain; % growth inhibition at 50 µM; 9.9% of 78,000 active; AID 167;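 note: 0% = growth of vehicle-only cultures of the same strain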
#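 Compounds were applied to a genetically altered yeast strain carrying a cell-cycle control defect. Growth inhibition was scored against vehicle-treated controls.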
# yeast sgs1 mgt1 – NCI yeast anticancer drug screen, S. cerevisiae sgs1 mgt1 strain; 10% of 78,000 active; growth inhibition, % at 50 µM;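 note: 0% = growth of vehicle-only cultures of the same strain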
#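 Genetically altered yeast, compound exposure, growth inhibition relative to vehicle.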
# yeast rad50 – NCI yeast anticancer drug screen, S. cerevisiae rad50 strain; 10% of 79,000 active; growth inhibition, % at 50 µM;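 note: 0% = growth of vehicle-only cultures of the same strain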
#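 Growth of the mutant yeast was measured after compound exposure and referenced to vehicle-treated cultures.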
# yeast mlh1 rad18 – NCI yeast anticancer drug screen, S. cerevisiae mlh1 rad18 strain; 11% of 79,000 active; growth inhibition, % at 50 µM;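 note: 0% = growth of vehicle-only cultures of the same strain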
#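 A repair-deficient yeast strain is exposed to test compound, and growth is scored relative to vehicle-treated controls.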
# * = called active by the depositor; · = not tested or not shown; & = joins results of further samples. Cut-off read from the data, not from the text of the source: active = growth inhibition above about 70%; inactive = the rest.
SMILES,yeast mec2-1,yeast cln2 rad14,yeast bub3,yeast sgs1 mgt1,yeast rad50,yeast mlh1 rad18
NNc1ncc2c(n1)-c1ccccc1OC2,19,4,-1,24,47,90*
COCc1c(C)[nH]c2ccc(N(C)C)cc2c1=O,-4,-42,-5,-15,-7,-7
CCOC(=O)/C=C1\NC(=O)N(CCCCCCN2C(=O)N/C(=C\C(=O)OCC)C2=O)C1=O,13,8,-2,39,45,30
CCCCCC(=O)C(C)=O,-6,-21,-21,-1,-23,-12
CSc1ncnc2c1nnn2C1OC(COC(=O)c2ccccc2)C(OC(=O)c2ccccc2)C1OC(=O)c1ccccc1 (centres undefined),4,15,-10,-11,-14,6
COc1ccc(C(=O)CC2(O)C(=O)Nc3ccc(Br)cc32)cc1 (centres undefined),-12,0,-7,13,-10,-4
CCOC(=O)c1ccc(-n2c(C)nc3ccc(Br)cc3c2=O)cc1,62,64,78*,40,53,75*
C/C(=N/Nc1ccc([N+](=O)[O-])cc1[N+](=O)[O-])C(CC(C(=O)Nc1ccccc1C)/C(C)=N\Nc1ccc([N+](=O)[O-])cc1[N+](=O)[O-])C(=O)Nc1ccccc1C (centres undefined),26,10,9,5,18,44
O=C1Nc2c(Cl)cc(Cl)cc2C1=O,45,-3,38,38,8,92*
CC1(C)CC(O)C(O)C1 (centres undefined),7,68,-2,13,-4,-6
CC1(C)OC2C(COCc3ccccc3)=CC(n3ccc(=O)[nH]c3=O)C2O1 (centres undefined),-17,-1,10,2,-8,14
CC1OC(OC2C(OC3C(OC4CCC5(C)C(CCC6(C)C5CC=C5C7CC(C)(C)CCC7(C(=O)O)CCC56C)C4(C)C)OCC(O)C3O)OC(CO)C(O)C2O)C(O)C(O)C1O (centres undefined),94*,92*,94*,94*,93*,94*
Cc1ccc(S(=O)(=O)C(C#N)(CCC(=O)/C=C/c2ccccc2)CCC(=O)/C=C/c2ccccc2)cc1,2,77*,-9,27,16,20
Cc1cccc2c1nc1ccccc1[n+]2C,98*,88*,98*,98*,98*,98*
O=C(O)c1cc2ccccc2cc1O,-30,-8,0,-7,-13,23
CCCCN(CCCC)CCCN,-7&-1,10&-12,-3&6,-5&-19,9&13,12&-9
CCCCCCCCNC(=O)C1=C(C)NC(C)=C(C(=O)NCCCCCCCC)C1,-5,35,-7,0,-30,-24
Cc1nc2[nH]cc(-c3ccccc3)c2c(=N)n1-c1ccc(F)cc1,1,-23,-8,-11,-7,1
CC(C)OC(=O)CC#N,-10,-29,1,-8,-5,15
COc1ccccc1N=c1scc(C)n1C,-20,16,-17,8,-3,-7
Cn1cc(/C=C\C(=O)O)c2nccnc21,5,0,3,18,34,13
CC1c2c(cc(=O)n(Cc3ccccc3)c2O)C(=O)N1C (centres undefined),8,4,-19,-15,-15,-17
O=C(Nc1ccc(Cl)cc1Cl)C(=O)Nn1c(=S)[nH]c2ccccc2c1=O,-6,13,28,10,12,30
C=C(C)C12CC3CC/C(=N/O)C(C1)C3(N1CCOCC1)C/C2=N/O (centres undefined),-19,-12,-7,-16,-22,-26
O=C(CC1(O)CCCCC1)OC1CCCC1,-13,63,-59,6,58,6
O=C1c2c(nc3ccccc3c2-c2ccccc2)CN1Nc1ccccn1,-4,13,-6,7,-2,-34
CCCCC1(CC)COC(C)(CC)OC1 (centres undefined),16,-27,-19,5,29,18
O=[N+]([O-])c1ccc(S(=O)(=O)N/N=C\c2cc([N+](=O)[O-])ccc2O)cc1,-1,-35,2,11,12,27
CNC1=C(Sc2ccc(Cl)cc2)C(=O)c2ccccc2C1=O,19,3,3,1,0,0
CC(=O)OCC12C(OC(C)=O)C(=O)C3C(OC(C)=O)C14OC3(C)COC(=O)c1cccnc1C(C)C(C)C(=O)OC(C(OC(C)=O)C2OC(C)=O)C4(C)O (centres undefined),-31,8,-16,-24,-25,-85
COc1cccc(OC)c1C,-11,15,-4,-11,15,17
CC(C)C(C(N)=O)(C(=O)O)C(C)C,4,5,-6,5,-4,7
C=C1CC(CN2CCC(=O)NC2=O)(c2ccccc2)OC1=O (centres undefined),-7,1,-8,7,1,16
O=C(O)c1oc2cccc3c2c1CCC3,1,-10,-1,5,-4,-4
Cc1ccc2nc(NS(=O)(=O)c3cc(C)c(Cl)cc3S)[nH]c2c1,4,8,16,9,9,40
COc1ccc2c(c1)NC(C(C)C)=NS2(=O)=O,16,5,18,17,18,26
COC(=O)c1c(C(=O)c2cccs2)cccc1[N+](=O)[O-],-30,6,21,22,2,7
CC/C(N)=N\OC(=O)c1ccccc1,-5,-44,3,-4,14,-5
C=C(C)C1C/C=C(/C)CCCC2(CCC3=C(CC(C(=C)C)C/C=C(/C)CCC3)O2)C(=O)C1 (centres undefined),-19,33,-50,-6,-21,2
Cc1cccc(Cl)c1NC(=O)NCCCN1CCCCC1C (centres undefined),32,15,27,33,14,13
COC1CCC(/C(C#N)=C/c2ccco2)CC1 (centres undefined),57,0,80*,78*,62,57
Cc1cccc(Cl)c1NC(=O)CN(C)C,-1,10,20,18,21,25
Cc1ccc(S(=O)(=O)OCC2OC(n3cnc4c(=O)[nH]cnc43)C3OC(C)(C)OC23)cc1 (centres undefined),9,70,2,5,57,-6
COC(=O)c1nc(=S)[nH]c(C(=O)OC)c1C(=O)c1cccc2ccccc12,34,-24,-6,4,9,13
Clc1nnc(Cl)c2ncccc12,8,-3,-3,-4,4,-2
CC12C=CC(=O)C=C1CCC1C3CCC(O)(C(=O)CO)C3(C)CC(O)C12F (centres undefined),26,73*,1,8,11,2
CCCCCCNC(=O)/C(=C\c1ccc(Cl)cc1Cl)NC(=O)c1ccccc1,-18,33,-16,-10,-4,-10
Nc1c(C(=O)N/N=C/c2ccc(Cl)cc2)sc(=S)n1-c1ccccc1,20,1,19,-3,32,-8
COc1cccc(NC(=S)NC(Cc2ccccc2)c2ccccc2)c1 (centres undefined),74*,70*,77*,84*,80*,72*
O=C(NC(=S)Nc1ccccc1Cl)c1ccccc1,-10,-2,32,-9,4,21
CCOC(=O)c1[nH]c2nc(N)ncc2c(=O)c1C,-1,44,13,0,0,12
Nc1nc(SCC(=O)O)[nH]c(=O)c1NS(=O)(=O)c1ccccc1,-27,-6,-13,-16,-16,-8
Cn1c(=O)c2conc2n(-c2ccc(Cl)cc2)c1=O,0,-20,3,-12,11,-3
COC(=O)c1c(C)c2c(c(C)c1O)OC(=O)c1c(C)cc(O)c(C=O)c1O2,21,15,28,34,24,18
C=CCc1ccc(OC(=O)Nc2ccc(S(=O)(=O)N3CCCCC3)cc2)c(OC)c1,3,3,-1,12,14,-3
Cc1cc2c(c3c1C(=O)CC3)C(C)(C)CC2(C)C,9,-4,70*,2,3,6
Clc1c(Cl)c(Cl)c2n[nH]nc2c1Cl,55,·,·,·,60,38
CCC1(CC)SCCNC1=O,-1,-4,4,-5,-1,2
O=C1c2ccccc2C(=O)N1CCO,-1,-10,-7,20,15,13
CCCCNCc1ccccc1,-8,-32,-5,-4,-17,-14

# Next part
SMILES,yeast mec2-1,yeast cln2 rad14,yeast bub3,yeast sgs1 mgt1,yeast rad50,yeast mlh1 rad18
C[N+](C)(C)c1ccc(/C(C#N)=N/O)cc1,-4,-1,0,22,1,9
CSc1ccc(NC(=O)SCc2ccccc2)cc1,5,-3,16,1,-4,9
COc1cc(C2C(C(=O)NCc3ccccc3)=C(C)NC(C)=C2C(=O)NCc2ccccc2)ccc1O,-11,-4,-7,-24,-27,-21
C/C(=N\NC(N)=S)c1ccc(/C(C)=N/NC(N)=S)cc1,0,-13,-1,1,-45,-20
COC(=O)C1(C)CCCC2(C)C3CCC(C(C)C)CC3CCC12 (centres undefined),-13,-13,-6,20,25,9
N#CCc1nc2ccccc2s1,-46,-4,-8,-21,-37,-32
Cc1cc(S(=O)(=O)Nc2n[nH]c(Nc3ccc(Cl)cc3)n2)c(S)cc1Cl,-15,7,0,7,-8,17
O=C(CCBr)NC(=O)Oc1cccc2ccccc12,97*,28,86*,91*,87*,95*
C=CCc1nc2c([nH]1)c(=O)n(C)c(=O)n2C,-2,12,-7,38,33,19
CNNC(=O)C(O)C(C)(C)CO (centres undefined),8,20,6,-4,-4,10
CC(C)(C)N1OC2(c3ccccc3)OC3N(C(C)(C)C)OC4(c5ccccc5)OC1C2(c1ccccc1)C34c1ccccc1 (centres undefined),98*,98*,99*,72*,94*,96*
CCOC(=O)c1ccc(NC(=O)Nc2cccc(C(C)=O)c2)cc1,15,-2,10,17,4,18
CCOC(=O)C1=C(C)OC(C)(/N=C(\C#N)C(=O)OC)C1c1ccccc1 (centres undefined),2,-16,-2,36,-5,11
O=C(c1ccccc1)N1Cc2nc[nH]c(=O)c2C1,3,-36,-29,-4,7,8
O=C(COc1ccccc1)Cc1ccccc1,-18,-15,-17,-11,-5,-2

# Filtered by structure: those above containing a carbonyl joined to an NH by a bond outside any ring.
SMILES,yeast mec2-1,yeast cln2 rad14,yeast bub3,yeast sgs1 mgt1,yeast rad50,yeast mlh1 rad18
C/C(=N/Nc1ccc([N+](=O)[O-])cc1[N+](=O)[O-])C(CC(C(=O)Nc1ccccc1C)/C(C)=N\Nc1ccc([N+](=O)[O-])cc1[N+](=O)[O-])C(=O)Nc1ccccc1C (centres undefined),26,10,9,5,18,44
CCCCCCCCNC(=O)C1=C(C)NC(C)=C(C(=O)NCCCCCCCC)C1,-5,35,-7,0,-30,-24
O=C(Nc1ccc(Cl)cc1Cl)C(=O)Nn1c(=S)[nH]c2ccccc2c1=O,-6,13,28,10,12,30
CC(C)C(C(N)=O)(C(=O)O)C(C)C,4,5,-6,5,-4,7
Cc1cccc(Cl)c1NC(=O)NCCCN1CCCCC1C (centres undefined),32,15,27,33,14,13
Cc1cccc(Cl)c1NC(=O)CN(C)C,-1,10,20,18,21,25
CCCCCCNC(=O)/C(=C\c1ccc(Cl)cc1Cl)NC(=O)c1ccccc1,-18,33,-16,-10,-4,-10
Nc1c(C(=O)N/N=C/c2ccc(Cl)cc2)sc(=S)n1-c1ccccc1,20,1,19,-3,32,-8
O=C(NC(=S)Nc1ccccc1Cl)c1ccccc1,-10,-2,32,-9,4,21
C=CCc1ccc(OC(=O)Nc2ccc(S(=O)(=O)N3CCCCC3)cc2)c(OC)c1,3,3,-1,12,14,-3
CSc1ccc(NC(=O)SCc2ccccc2)cc1,5,-3,16,1,-4,9
COc1cc(C2C(C(=O)NCc3ccccc3)=C(C)NC(C)=C2C(=O)NCc2ccccc2)ccc1O,-11,-4,-7,-24,-27,-21
O=C(CCBr)NC(=O)Oc1cccc2ccccc12,97*,28,86*,91*,87*,95*
CNNC(=O)C(O)C(C)(C)CO (centres undefined),8,20,6,-4,-4,10
CCOC(=O)c1ccc(NC(=O)Nc2cccc(C(C)=O)c2)cc1,15,-2,10,17,4,18

# (more compounds)
SMILES,yeast mec2-1,yeast cln2 rad14,yeast bub3,yeast sgs1 mgt1,yeast rad50,yeast mlh1 rad18
CC(C)(C)NC(=O)Oc1cccnc1,-5,-42,28,-13,7,8
Oc1cc(OCCCc2ccc(F)cc2)cc2ccc3ccccc3c12,43,-32,54,21,50,43
O=C1C2C3C=CC(C3)C2C(=O)N1c1ncc([N+](=O)[O-])s1 (centres undefined),-7,-58,-14,27,18,12
Cc1ccc([N+](=O)[O-])c(N)c1,27,19,5,26,41,26
CN(C)CCNNCCN(C)C,3,22,9,7,11,32
O=C(OCCO)c1ccccc1O,-1,3,-1,-34,3,1
COc1ccc(/C=N/N2CN(C(C)C(=O)O)C(C)(O)N=C2N)cc1OC (centres undefined),-34,-9,-26,-21,-14,-51
COc1ccc(OC)c(CCCC(=O)O)c1,8,4,2,3,10,-9
Nc1nc2c(c(-c3ccccc3Cl)n1)COC/C2=C\c1ccccc1Cl,19,25,41,54,16,50
CCN(CC)CCCC(C)Nc1cc(C)c2nc(C)cc(C)c2c1C (centres undefined),9,-13,3,17,-22,-19
CC1CC(C)(C)N=C(Cc2ccccc2)O1 (centres undefined),-12,·,·,·,-27,2
CCCCCOC(=O)C(C)SC#N (centres undefined),48,92*,55,67,42,74*
NC(=O)Nc1cc(=O)[nH]c(=S)[nH]1,9,5,42,-10,7,-23
c1ccc2nn(C3CCCCO3)nc2c1 (centres undefined),-10,-18,6,-26,-8,-55
NCC(O)c1cccs1 (centres undefined),-9,-31,0,-17,-25,-2
CC1=CCC2(C#N)CCC1C2O (centres undefined),18,22,10,8,15,18
CC(C)C(C)OC(=O)Nc1cccc(O)c1 (centres undefined),3,46,2,18,35,18
CCc1ccccc1Cc1ccccc1,-5,5,-2,0,2,11
CN(C)c1ccc(/C=N\N=C\c2ccco2)cc1,-3,-40,-8,23,8,10
CCOc1snc(C(Cl)(Cl)Cl)c1Cl,15,18,22,5,10,8
CC1C=CC(O)[C@]2(CO)CC3(CCC12)OCCO3 (some centres undefined),4,18,-13,-14,-14,-16
CN=C1CC2c3cc(OC)c(OC)cc3CCN2C2=C1C(=O)CC(C)(C)C2 (centres undefined),18,-19,36,15,17,17
[O-]c1on[n+](-c2ccccc2)c1CN1CCOCC1,-8,-45,8,-10,-8,-3
O=C1c2ccccc2C(=O)N1c1ccccc1[N+](=O)[O-],1,-55,17,9,-10,4
CCCCC(=O)NCCNC(=O)CCCC,7,-19,14,-2,0,10
CCCC(=O)C1=CC(C(C)C)CCC1C (centres undefined),-4,-12,1,-4,13,1
